D1 antag: antagonists of human D1 dopamine receptor | P21728 | HEK293 TREx D1 cells, calcium flux, dopamine EC80; hits give low values | activity change, negative = inhibition, % at 10 µM | 360,000 tested, 3.2% active; in the data active = activity change below about -30%; also: % is scaled to controls: 0 for no effect and ±100 for the full control effect
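Kinetic fluorescence of a calcium dye serves as the read-out. D1-expressing Hek293 Trex cells, induced overnight at 30 C, are exposed to compound for 180 s before an EC80 dopamine addition, then read 180 s further.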
D1 agonist: human D1 receptor agonism. P21728. HEK293 T-REx D1 cells, calcium flux, agonist mode. activation, % at 2 µM. 360,000 tested, 1% active. AID 504660; in the data active = activation above about 30%; also: 0% is about no effect
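Agonism was scored from calcium flux recorded over 180 s (1 read/s) after pintool compound addition, following a 10-cycle baseline. Cells were inducible force-coupled HEK293 TREx D1, plated overnight at 30 C and loaded with no-wash calcium dye.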
Apoferritin bind: binds horse apoferritin like a general anesthetic; P02791; apoferritin/1-aminoanthracene competitive binding, fluorescence; Potency, µM (highest dose often 77.5 µM), for the others: top-dose activity change, negative = displacement, usual class: inhibitors; 350,000 tested, 0.074% active; also: potency is read from the fitted curve at half-maximal effect; % is scaled to controls: 0 for no effect and ±100 for the full control effect; nearly all actives have a fitted effect of over 20% in size
Target sequence (P02791 2-175 limits assumed): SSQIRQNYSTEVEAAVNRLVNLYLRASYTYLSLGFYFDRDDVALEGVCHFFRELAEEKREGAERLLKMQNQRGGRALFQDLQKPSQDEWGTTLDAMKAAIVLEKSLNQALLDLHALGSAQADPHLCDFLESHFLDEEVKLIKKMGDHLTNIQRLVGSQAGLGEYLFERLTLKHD
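Read-out: endpoint 1-AMA fluorescence, excitation 380 nm and emission 535 nm, after compounds sit 10 min at room temperature with 10 uM horse-spleen apoferritin in 50% saturated 1-AMA/PBS. Values come from four-parameter Hill fits.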
TRHR enhancer: allosteric enhancers of human TRH receptor; P34981; TRHR cells, fluo-8 calcium fluorescence, EC20 TRH enhancement; enhancement, % at 2 µM; 360,000 tested, 0.66% active; AID 493056; in the data active = enhancement above about 30%; also: 0% is about no effect
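TRHR-expressing cells loaded with fluo-8 calcium dye were read kinetically (ex 480/em 530) during compound addition, then stimulated with an EC20 of TRH (10 nM final). Enhancement of the Gq-mediated intracellular calcium response was scored.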
D2 PAM: D2 dopamine receptor (human) potentiation; HEK293 T-REx D2, calcium flux, EC20 dopamine potentiation; 340,000 tested, 0.34% active; potentiation, % at 10 µM; AID 485347;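 active = potentiation over 3 SD above the plate norm, cut at about 30% in these data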; also: 0% is about no effect
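Tetracycline-induced HEK293 T-REx cells force-coupled to calcium signalling expressed D2; compounds were pin-added after a 10 s baseline, read kinetically 180 s, then an EC20 dopamine challenge followed with a further 180 s calcium read.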
TRHR ag: TRH receptor (human) agonism; P34981; TRHR cells, calcium flux fluo-8, FDSS agonist mode; activation, % at 2 µM; 360,000 tested, 0.18% active; in the data active = activation above about 30%; also: 0% is about no effect
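In this calcium-flux screen, cells bearing human TRHR are dye-loaded with fluo-8, baselined for 10 cycles, then exposed to library compounds; positive kinetic calcium responses during the agonist phase mark hits, with TRH as control.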
RXFP1 antag: RXFP1 (human) relaxin receptor antagonism; activity change, negative = inhibition, % at 57.5 µM; HEK293-RXFP1, relaxin-stimulated cAMP HTRF, 30 min; hits give low values; 350,000 tested, 0.59% active;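 active = activity change of -60% or lower, but not beyond a set lower limit; inconclusive = change between -60% and -40%, or beyond the set limit; inactive = change above -40%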; also: % is scaled to controls: 0 for no effect and ±100 for the full control effect
Target sequence (Q9HBX9 whole entry, looked up): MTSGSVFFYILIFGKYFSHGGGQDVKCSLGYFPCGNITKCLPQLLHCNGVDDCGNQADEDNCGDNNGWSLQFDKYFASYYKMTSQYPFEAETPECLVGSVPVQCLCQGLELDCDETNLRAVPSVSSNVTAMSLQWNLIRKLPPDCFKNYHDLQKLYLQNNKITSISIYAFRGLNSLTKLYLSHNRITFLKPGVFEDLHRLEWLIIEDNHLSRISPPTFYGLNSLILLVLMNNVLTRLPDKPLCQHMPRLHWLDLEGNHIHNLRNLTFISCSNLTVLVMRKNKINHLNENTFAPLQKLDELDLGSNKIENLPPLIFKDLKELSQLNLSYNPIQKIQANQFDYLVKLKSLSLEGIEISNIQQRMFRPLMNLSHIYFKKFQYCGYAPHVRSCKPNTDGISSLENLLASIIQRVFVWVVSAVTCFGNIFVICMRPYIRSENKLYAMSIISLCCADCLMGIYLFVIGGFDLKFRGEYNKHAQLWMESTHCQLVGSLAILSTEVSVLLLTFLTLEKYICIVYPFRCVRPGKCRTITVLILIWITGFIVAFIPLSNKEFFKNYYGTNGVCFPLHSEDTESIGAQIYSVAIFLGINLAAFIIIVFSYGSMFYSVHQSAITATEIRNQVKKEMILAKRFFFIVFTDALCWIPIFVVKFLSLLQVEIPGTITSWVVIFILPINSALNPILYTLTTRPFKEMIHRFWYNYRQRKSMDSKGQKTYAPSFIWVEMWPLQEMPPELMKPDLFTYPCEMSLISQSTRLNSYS
D1 PAM: potentiators of human D1 dopamine receptor; P21728; HEK293 TREx D1 cells, calcium flux, dopamine EC20 potentiation; potentiation, % at 10 µM; 360,000 tested, 0.036% active; AID 504651; in the data active = potentiation above about 30%; also: 0% is about no effect
RXFP1 agonist: agonists of human relaxin receptor RXFP1. Q9HBX9. HEK293T-RXFP1 cAMP TR-FRET, 30 min; response scale: percent of porcine relaxin response, buffer zero. Potency, µM (series often up to 57.5 µM), for the others: at the highest dose activation, most hits filed as activators. 370,000 tested, 0.3% active. AID 2676; also: potency is read from the fitted curve at half-maximal effect; % is scaled to controls: 0 for no effect and ±100 for the full control effect; nearly all actives have a fitted effect of over 60% in size; many of its hits are not listed in these tables
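cAMP rise read by TR-FRET after 30 min, 37C compound exposure (up to 58 uM) in RXFP1-transfected HEK293 cells with Ro 20174 present. EC50 from Hill-equation fits, with 29 nM porcine relaxin as 100% and buffer as basal.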
Numbers without * were called inactive; ? = inconclusive; . = no result given; & = joins results of further samples; [ ] = another dose, or the depositor's remark. Unless noted, calls follow the shape of the dose curve; as a rule, active = well fitted curve in the direction sought with a large enough effect; inconclusive = small, poorly fitted or top-dose-only effect, or another doubt; inactive = no such curve, though single readings can be large; an effect the other way counts as inactive or inconclusive. This is a subset, so the mix of outcomes need not match the whole.

SMILES	D1 antag	D1 agonist	Apoferritin bind	TRHR enhancer	D2 PAM	TRHR ag	RXFP1 antag	D1 PAM	RXFP1 agonist
CN(C)/C=C/C(=O)c1cnc2sccn2c1=O	6	2	-9%	0	-1	0.6	1	-1	23%
CSc1nc2ccc(NS(=O)(=O)c3ccc([N+](=O)[O-])cc3)cc2s1	18	5	9%	3	.	-0.9	-21	-5	1.0%
O=C(Nc1ccc(C(=O)O)cc1)/C(=C\c1ccccc1)NC(=O)c1ccco1	-25	2	2%	2	.	-1.4	-4	-3	2.0%
Cc1ccc(-n2nnnc2SC(C)C(=O)Nc2ccc(Cl)cn2)cc1 (stereo not given)	9	0	5%	4	4	-0.6	-10	7	-1.3%
Cc1ccc(C(C(=O)NCc2ccco2)N(CC2CCCO2)C(=O)Cn2nnc3ccccc32)cc1 (stereo not given)	-3	1	-18%	17	12	-1.1	-3	-2	-0.6%
COc1ccc(NC(=O)C2CCCN2C(=O)OCc2ccccc2)cc1 (stereo not given)	-1	1	-3%	-3	0	0.1	1	2	3.7%
O=C(Nc1ccc2nc3n(c(=O)c2c1)CCCC3)c1cc([N+](=O)[O-])ccc1F	-13	0	-12%	-2	4	-1.1	-9	-4	3.0%
CCCCC/C=C\C/C=C\C/C=C\C/C=C\CCCC(=O)O	-2	-2	-7%&-18%	-3	-1	-0.4	.	-7	1.2%
CCc1ccccc1NC(=O)C1C(c2ccccc2)C1(Cl)Cl (stereo not given)	-4	0	5%	-13	-6	0.2	-5	-1	-1.2%
C=CCn1c(SCCC)nc2sc3c(c2c1=O)CCc1ccccc1-3	26	1	-5%	15	6	0.3	-6	8	0.9%
COc1ccc(C(C(=O)NC(C)(C)C)N(CC2CCCO2)C(=O)CCC(=O)Nc2cc(C)on2)cc1 (stereo not given)	11	2	-10%	1	-4	-0.5	4	1	5.4%
CC(C)(C)c1ccc(C(=O)NCC(=O)OCC(=O)NC(=O)NC2CCCC2)cc1	28	-1	.	0	-2	-1.3	-5	-3	0.3%

By substructure, the entries above with a carbonyl joined to an NH by a bond outside any ring.
SMILES	D1 antag	D1 agonist	Apoferritin bind	TRHR enhancer	D2 PAM	TRHR ag	RXFP1 antag	D1 PAM	RXFP1 agonist
O=C(Nc1ccc(C(=O)O)cc1)/C(=C\c1ccccc1)NC(=O)c1ccco1	-25	2	2%	2	.	-1.4	-4	-3	2.0%
Cc1ccc(-n2nnnc2SC(C)C(=O)Nc2ccc(Cl)cn2)cc1 (stereo not given)	9	0	5%	4	4	-0.6	-10	7	-1.3%
Cc1ccc(C(C(=O)NCc2ccco2)N(CC2CCCO2)C(=O)Cn2nnc3ccccc32)cc1 (stereo not given)	-3	1	-18%	17	12	-1.1	-3	-2	-0.6%
COc1ccc(NC(=O)C2CCCN2C(=O)OCc2ccccc2)cc1 (stereo not given)	-1	1	-3%	-3	0	0.1	1	2	3.7%
O=C(Nc1ccc2nc3n(c(=O)c2c1)CCCC3)c1cc([N+](=O)[O-])ccc1F	-13	0	-12%	-2	4	-1.1	-9	-4	3.0%
CCc1ccccc1NC(=O)C1C(c2ccccc2)C1(Cl)Cl (stereo not given)	-4	0	5%	-13	-6	0.2	-5	-1	-1.2%
COc1ccc(C(C(=O)NC(C)(C)C)N(CC2CCCO2)C(=O)CCC(=O)Nc2cc(C)on2)cc1 (stereo not given)	11	2	-10%	1	-4	-0.5	4	1	5.4%
CC(C)(C)c1ccc(C(=O)NCC(=O)OCC(=O)NC(=O)NC2CCCC2)cc1	28	-1	.	0	-2	-1.3	-5	-3	0.3%

Remaining list, next part:
SMILES	D1 antag	D1 agonist	Apoferritin bind	TRHR enhancer	D2 PAM	TRHR ag	RXFP1 antag	D1 PAM	RXFP1 agonist
CCOc1ccc(S(=O)(=O)N2CCCCC2)cc1NC(=O)Cc1ccccc1	-25	1	.	-1	7	0.1	1	0	-0.3%
CC(C)CC(NC(=O)c1ccc(Cl)cc1)C(=O)OCC(=O)c1ccc2c(c1)NC(=O)CO2 (stereo not given)	-2	0	?	1	-6	-0.2	-30	-2	3.1%
CC1CCN(CCCNC(=O)c2ccc3c(=O)n(CCc4ccccc4)c(=O)[nH]c3c2)CC1	-42*	3	-10%	-3	0	-2.0	-1	-1	-1.6%
Clc1ccc(SCc2cn3ccccc3n2)cc1	-2	0	-11%	-1	-2	-2.3	-8	-4	0.1%
Cc1ccc2c(=O)cc(C(=O)NC3CCS(=O)(=O)C3)oc2c1 (stereo not given)	-5	2	-4%	6	-8	0.8	10	-4	4.3%
Cc1ccc(Nc2nnc(SC(C)C(=O)Nc3c(C)n(C)n(-c4ccccc4)c3=O)s2)cc1 (stereo not given)	-7	1	6%	-3	.	-1.5	0	-4	0.3%
Cc1ncc(CN2CCCC(C(=O)Nc3ccc(-c4cccc(F)c4)cc3)C2)cn1 (stereo not given)	-33*	29	?	-5	-1	0.2	-13	-2	-2.8%
COC(=O)Cc1ccc(OC(=O)C2CCN(S(=O)(=O)c3ccc(OC)c(OC)c3)CC2)cc1	-13	12	.	2	-1	0.8	1	-6	-0.7%
COc1ccc(N(C)C(=O)c2cn(C)c(=O)c3cc(OC)c(OC)cc23)cc1	3&22	4&0	-4%&-5%	15&7	14	1.7&-0.5	7	21&2	0.3%&-0.1%
O=C(N=C1SC2CS(=O)(=O)CC2N1c1ccc(Br)cc1)C1CCCO1 (stereo not given)	0	4	-5%	4	14	0.4	9	4	-0.5%
COc1ccccc1-c1cc(NC(=O)COc2ccc(C)c(C)c2)n(-c2ccccc2)n1	-4	3	128%[activator]	2	8	0.6	.	-4	3.5%
O=C(Nc1ccccc1Cl)N1CCC(CN2CCCC2)CC1	-19	-1	-10%	5	.	0.2	3	-2	0.7%
c1ccc2[nH]c(CCCc3nc4ccccc4[nH]3)nc2c1	0	3	-11%	-10	-19	-0.4	-1	-4	0.0%
O=C(COC(=O)c1cc(F)c(F)cc1Cl)NC1CC1	-6	0	-4%	-9	4	0.4	-1	-2	-0.1%
Cc1n[nH]c(C)c1SCC(=O)Nc1ccc(F)cc1	20	0	-11%	-6	-9	-0.4	1	-4	1.2%
CC1CCN(S(=O)(=O)c2ccc3c(c2)oc(=O)n3CC(=O)N2CCCCC2)CC1	-13	6	-10%	-16	-3	4.5	.	-3	-0.6%
CCc1cccc(CC)c1NC(=S)NCCc1c(C)[nH]c2ccccc12	23	0	-4%	4	-7	0.3	.	-5	1.5%
O=c1[nH]cnc2c1c(-c1ccccc1)cn2-c1ccccc1	-20	0	-1%	-13	-7	-0.3	-75*	-8	0.3%
CCc1ccc(NC(=O)CN2CCSc3ccc(S(=O)(=O)N4CCCC4)cc32)cc1	-10	2	4%	-1	-10	-0.3	.	-1	1.8%
CCOC(=O)C1=C(C)Nc2sc(C(=O)c3ccc(F)cc3)c(N)c2C1c1ccc(C(=O)OC)cc1 (stereo not given)	8	4	-10%	-2	-7	0.6	.	-3	-1.0%
O=C(CCNS(=O)(=O)c1cccc2nsnc12)NCc1ccc(F)cc1	-15	1	-6%	-7	-3	-0.7	-4	-3	-0.4%
NC(=S)N/N=C1\CC(n2nnnc2-c2ccccc2)C2COC1O2 (stereo not given)	-2	1	-11%	7	1	0.7	4	-3	2.7%
O=C(Nc1ccccc1Oc1ccccc1)C1=COCCO1	3	2	-8%	-2	15	0.4	-7	11	-0.2%
O=C(NCc1ccccc1)C1CCCN(S(=O)(=O)c2cccnc2)C1 (stereo not given)	11	9	7%	-2	20	0.1	-9	7	1.5%
C=C(C)CNC(=S)Nc1nc2c(cc1C(=O)OCC)CCCC2	-6	1	-16%	4	-2	-0.2	-1	0	2.1%
COc1nc(N/N=C/c2ccc(C)cc2)nc(N2CCCCC2)n1	-5	0	-2%	9	-6	0.4	0	-5	1.3%
CCN(C(=O)COc1cccnc1[N+](=O)[O-])C1CCS(=O)(=O)C1 (stereo not given)	10	1	-13%	-1	-1	-0.1	-5	-3	-1.3%
O=C(O)C(CCCCN1C(=O)c2ccccc2C1=O)N1C(=O)c2ccccc2C1=O (stereo not given)	-10	-1	-10%	8	13	-0.3	-10	2	2.9%
Cc1ccc(CNC(=O)C2CCCN2C(=O)Nc2ccccc2)cc1 (stereo not given)	-14	1	2%	-2	13	0.4	-4	-7	0.7%
COC(=O)COc1ccc(S(=O)(=O)Nc2ccc(NC(C)=O)cc2)cc1	0	2	-9%	10	-3	-0.2	-4	-2	0.3%
COc1cccc(-c2cccc(NC(=O)C3CCN(Cc4cccc(C)n4)CC3)c2)c1	-2	1	-9%	14	-12	0.2	-6	-2	0.4%
CNC(=O)c1ncoc1-c1ccc(Cl)cc1	-9	0	-5%	1	2	-1.0	5	0	1.5%
COc1ccc(-n2c(SCC(=O)NCC3CCCO3)nc3c(c2=O)SC(C)C3)cc1 (stereo not given)	-4	2	-1%	4	-4	0.5	-11	2	-2.7%
Cc1ccc(-c2nnc(Nc3cccc(O)c3)c3ccccc23)cc1S(=O)(=O)N1CCCCC1	2	-1	-7%	9	9	-0.7	-3	0	1.6%
CN1C(=O)c2ccccc2Sc2ccc(NC(=O)NCc3ccccc3Br)cc21	4	5	2%	-4	-1	-0.7	?	-2	5.3%
CCN=C1SCC(=O)N1c1ccc(OC)cc1	-1	1	-12%	2	3	-0.1	11	-4	2.3%

Profiles from above. Values in the order: D1 antag, D1 agonist, Apoferritin bind, TRHR enhancer, D2 PAM, TRHR ag, RXFP1 antag, D1 PAM, RXFP1 agonist
Listed for `C=C(C)CNC(=S)Nc1nc2c(cc1C(=O)OCC)CCCC2` → -6, 1, -16%, 4, -2, -0.2, -1, 0, 2.1%
Listed for `Cc1ccc(CNC(=O)C2CCCN2C(=O)Nc2ccccc2)cc1` (stereo not given) → -14, 1, 2%, -2, 13, 0.4, -4, -7, 0.7%

Later entries:
SMILES	D1 antag	D1 agonist	Apoferritin bind	TRHR enhancer	D2 PAM	TRHR ag	RXFP1 antag	D1 PAM	RXFP1 agonist
CCCCOc1ccc(/C=c2\sc3ncnn3c2=O)cc1	4	5	-10%	6	-4	0.4	0	-1	-1.3%
O=C(CSCc1c(Cl)cccc1Cl)Nc1cccnc1	-9	14	-14%	15	22	-0.2	-18	5	-0.2%
Cc1ccc(C)c(C(C)NC(=O)Cc2cccs2)c1 (stereo not given)	1	2	-11%	-2	2	-0.7	-3	0	-0.8%
CC(=O)c1c(C)nc2nc(-c3ccccc3)nn2c1C	-1	0	2%	2	0	-0.3	.	-2	-1.2%
